High-throughput results deposited in PubChem by National Center for Advancing Translational Sciences (NCATS).
N370S GC mod: N370S glucocerebrosidase modulation, Gaucher chaperone candidate; P04062; hit rate 0.092% among 330,000; N370S GC spleen homogenate, 4MU-glucoside fluorescence; Potency, µM (series often up to 59.4 µM), inactives show at the highest dose activity change, negative = inhibition, most hits filed as inhibitors; active = well fitted inhibition curve with a large enough effect; inconclusive = small, poorly fitted or top-dose-only effect, or effect the other way, or another doubt; inactive = no such curve, though single readings can be large or run the other way;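 note: 0% = full enzyme activity and -100% = no enzyme basal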
The depositor's hits bear a star; u = inconclusive; & = joins results of further samples; [ ] = remark or other dose. Potency is the fitted concentration of half-maximal effect. These rows are one share of the data; count on the stated rates, not on these rows.

nr	canonical_smiles	N370S GC mod
1	COC(=O)c1ccccc1S(=O)(=O)N1CCc2nc(-c3ccccc3)c3c(c2C1)CO[C@@H](C)C3	4%[12.8 µM]
2	O=C(O)C1CCC[C@@H]2[C@@H]3CC(CN12)[C@@H]1CCCCN1C3 (stereo not given in full)	11%
3	COc1ccc(-c2oc3cc(OC)ccc3c2C(=O)c2ccc(C#N)cc2)cc1	22%
4	C[C@@H](C(=O)Nc1ccc2ccccc2c1)[C@@H]1C[C@@]1(C)[C@@H](NC(=O)Oc1ccc(F)cc1)c1ccccc1	u
5	CCCn1c(C)nc2c(NCCCCN3CCCC3)nc(C)nc21	-5%
6	C=C(C(C)=O)C(O)c1ccccc1 (stereo not given)	10%
7	COC(=O)N[C@@H](/C=C/c1ccccc1)[C@@H](C)[N+](=O)[O-]	-6%
8	CC(=O)OC[C@@H]1O[C@@H](O/N=C2/C[C@@H](O)[C@@H](O)[C@@H]3[C@@H]4C(=O)N(c5cccc(Oc6ccccc6)c5)C(=O)[C@H]4CC[C@@H]23)[C@H](OC(C)=O)[C@H](OC(C)=O)[C@@H]1OC(C)=O	-2%[12.8 µM]

(further entries)
nr	canonical_smiles	N370S GC mod
9	O=C1CCCC=C1[C@H](O)c1ccc([N+](=O)[O-])cc1	17%[12.8 µM]
10	CC(C)(c1cc(Br)c(OCC(Br)CBr)c(Br)c1)c1cc(Br)c(OCC(Br)CBr)c(Br)c1 (stereo not given)	9%
11	COc1cc(OC)c2c(c1)OC1Cc3cc(OC)c(OC)cc3C2O1 (stereo not given)	-8%[12.8 µM]
12	COc1c2c(cc3c1C(CC(O)C(C)C)N(C)CC3)OCO2 (stereo not given)	-11%
13	Cc1ccc(C(C)(C)C)cc1	-13%
14	CCCCc1nc2c(c3c1C[C@H](C)OC3)CN(C(=O)N[C@@H](C)c1ccccc1)CC2	3%[12.8 µM]
15	N=c1ccn2c(n1)O[C@H]1[C@@H](O)[C@@H](CO)O[C@H]12	1%
16	COc1cccc(CC(=O)N2CCc3nc(COc4ccccc4)c4c(c3C2)CO[C@@H](C)C4)c1	3%[12.8 µM]

Rewritten with each value named: part of the list above
(8) CC(=O)OC[C@@H]1O[C@@H](O/N=C2/C[C@@H](O)[C@@H](O)[C@@H]3[C@@H]4C(=O)N(c5cccc(Oc6ccccc6)c5)C(=O)[C@H]4CC[C@@H]23)[C@H](OC(C)=O)[C@H](OC(C)=O)[C@@H]1OC(C)=O
  N370S GC mod: -2%[12.8 µM]

(2) O=C(O)C1CCC[C@@H]2[C@@H]3CC(CN12)[C@@H]1CCCCN1C3 (stereo not given in full)
  N370S GC mod: 11%

(12) COc1c2c(cc3c1C(CC(O)C(C)C)N(C)CC3)OCO2 (stereo not given)
  N370S GC mod: -11%

(5) CCCn1c(C)nc2c(NCCCCN3CCCC3)nc(C)nc21
  N370S GC mod: -5%

(continued)
nr	canonical_smiles	N370S GC mod
17	C/C(Cl)=C/CCl	6%
18	C=CCN1C=C2C(=O)C(C)(OC(=O)c3ccco3)C(=O)C(C=C)=C2C=C1C1CC1 (stereo not given)	-12%[12.8 µM]
19	Nc1ccc(F)cc1F	4%
20	COC(=O)N1C(c2ccccc2)=Cc2ccccc2C1C1(C(=O)OC)CCCC1=O (stereo not given)	2%
21	Cc1ccccc1OC1C=CC(c2ccccc2)OC1CO (stereo not given)	0%[12.8 µM]
22	C#CCCCO/N=C1/C[C@@H](O)[C@@H](O)[C@@H]2[C@@H]3C(=O)N(C4CCCCC4)C(=O)[C@H]3CC[C@H]12	-7%[12.8 µM]
23	CCCn1c(C)nc2c(N3CCN(C)CC3)nc(C)nc21	7%
24	CC(=O)OC[C@@H]1O[C@@H](O/N=C2/C[C@@H](O)[C@@H](O)[C@@H]3[C@@H]4C(=O)N(C(C)(C)C)C(=O)[C@H]4CC[C@H]23)[C@H](OC(C)=O)[C@H](OC(C)=O)[C@@H]1OC(C)=O	2%[12.8 µM]

(list continues)
nr	canonical_smiles	N370S GC mod
25	O=[N+]([O-])c1ccc(NCCO)c(OCCO)c1	-10%
26	CCCNC(=O)OC[C@@H]1O[C@H](c2ccccc2)C=C[C@@H]1Oc1ccc(OC)cc1	8%[12.8 µM]
27	O=C1C2=C(S[C@@H]3O[C@H](CO)[C@@H](O)[C@H](O)[C@H]3O2)C(=O)c2ccccc21	14%
28	CCN1C(=O)[C@H]2[C@H]3[C@H](O)[C@H](O)C/C(=N/OCC[C@H]4C=C[C@H](OC(C)=O)[C@@H](COC(C)=O)O4)[C@@H]3CC[C@@H]2C1=O	1%[12.8 µM]
29	COc1cccc([C@@H]2Oc3ccc(Br)cc3C(=O)[C@H]2OC(=O)NS(=O)(=O)c2ccc(C)cc2)c1	-16%
30	COc1cccc([C@@H]2Oc3ccc(Br)cc3C(=O)[C@H]2OC(=O)NCCOc2ccccc2)c1	3%
31	CCCC/C=C/C(NC(=O)c1ccc(C(F)(F)F)cc1)c1ccccc1 (stereo not given)	28%
32	CCCC/C=C/C(NC(=O)C(C)(C)C)c1ccccc1 (stereo not given)	8%

The results go on:
nr	canonical_smiles	N370S GC mod
33	COC(=O)[C@@H]1CC[C@H](C)[C@@H](c2ccc(C)cc2)N1C(=O)c1ccc(/C=N\OC[C@@H](C)[C@H](OCc2ccccc2)C(C)C)cc1	-5%[12.8 µM]
34	CC(C)C[C@@H](CC(=O)N[C@@H](CCC(=O)O)CC(=O)O)NC(=O)[C@@H]1CNCC[C@H]1NC(=O)C[C@H](CCCN)NC(=O)C[C@H](CO)NC(=O)[C@@H]1CNCC[C@H]1N	19%
35	CC/C=C\C/C=C\C/C=C\C/C=C\C/C=C\C/C=C\CCC(=O)NC(C)C(=O)O (stereo not given)	4%
36	C=CC[C@@H]1C=C[C@@H](O/N=C(/C)CCC(=O)OC[C@@H]2O[C@H](c3ccccc3)C=C[C@@H]2Oc2ccc(OC)cc2)[C@@H](CO)O1	-21%[12.8 µM]
37	CCCCC1=CC2=C(c3ccco3)C(=O)C(C)(OC(=O)c3ccc(OC)cc3)C(=O)C2=CN1C1CCCC1 (stereo not given)	-3%[12.8 µM]
38	CCN(CC)CCn1c(-c2ccccc2)nc2c(NCc3ccccc3)nc(C)nc21	4%
39	COC(C)C(C(=O)OCC1=CCN2CC[C@H](O)[C@@H]12)C(C)C (stereo not given in full)	-13%
40	COc1cccc([C@@H]2Oc3ccc(OC)cc3C(=O)[C@H]2OC(=O)Nc2ccc(OC(F)F)cc2)c1	-1%

Further compounds:
nr	canonical_smiles	N370S GC mod
41	C/C(CCC(=O)OC[C@@H]1O[C@H](C#Cc2ccccc2)C=C[C@@H]1Oc1ccc(C)cc1)=N/O[C@@H](C)c1cc(-c2c(C)cc(C)cc2C)no1	-12%[12.8 µM]
42	CC(C)C[C@@H](CC(=O)N[C@@H](CCCN)CC(=O)N[C@@H]1CCNC[C@H]1C(=O)N[C@H](CC(=O)N[C@@H](CCC(=O)O)CC(=O)O)Cc1c[nH]c2ccccc12)NC(=O)[C@@H]1CNCC[C@H]1N	9%
43	CCCn1c(C)nc2c(N(CCOC)CCOC)nc(C)nc21	-1%
44	COC(=O)C1(C(C)=O)CC2=CC[C@H]3C(=O)N(c4ccccc4)C(=O)[C@H]3[C@@H]2Cc2ccccc2[C@@H]1C[N+](=O)[O-] (stereo not given in full)	-4%&12%
45	COC(=O)[C@@]1(Cc2ccc(OC)cc2)[C@H]2c3cc(C(=O)N4CCCC4)n(CCN4CNCC4=O)c3C[C@H]2CN1C(=O)c1ccccc1	-1%
46	O=S1(=O)c2ccccc2N=NN1Cc1ccc(Cl)c(Cl)c1	-8%
47	COc1ccc2c(c1)O[C@H](c1ccc3c(c1)OCO3)[C@@H](OC(=O)NS(=O)(=O)c1ccc(F)cc1)C2=O	-4%
48	CC(C)(C)c1ccc(OC2C(O)COC2/C=C/C#Cc2ccccc2)cc1 (stereo not given)	7%&21%[12.8 µM]

New compounds follow.
nr	canonical_smiles	N370S GC mod
49	CC(C)c1cc(C(C)C)c(S(=O)(=O)Nc2cccc3cccnc23)c(C(C)C)c1	-3%
50	CO/N=C(\C)CCN1CCc2nc(-c3ccccc3)c(-c3ccccc3)cc2C1	7%[12.8 µM]
51	CCCCCCC#CC1C=CC(OC(C)=O)C(COC(C)=O)O1 (stereo not given)	9%[12.8 µM]
52	CCOc1ccc2nc(N)sc2c1	-2%
53	CC[C@H](C)[C@@H](NC(=O)O[C@@H]1Cc2cc(Br)ccc2O[C@H]1c1cccc(OC)c1)C(=O)OC	2%
54	CCCNC(=O)OC[C@H]1O[C@@H](CCO/N=C2/[C@H]3O[C@@H]3[C@@H](O)[C@H]3[C@H]2CCn2c(=O)n(-c4ccccc4)c(=O)n23)C=C[C@@H]1Oc1ccc(OC)cc1	-3%[12.8 µM]
55	CC(C)=CCC/C(C)=C/CO/N=C1/C[C@@H](O)[C@@H](O)[C@@H]2[C@@H]3C(=O)N(C(C)(C)C)C(=O)[C@H]3CC[C@@H]12	7%[12.8 µM]
56	Cc1cn(C2CC(N=[N+]=[N-])C(CO)O2)c(=O)[nH]c1=O (stereo not given)	-3%

Rewritten with each value named: part of the list above.
55: CC(C)=CCC/C(C)=C/CO/N=C1/C[C@@H](O)[C@@H](O)[C@@H]2[C@@H]3C(=O)N(C(C)(C)C)C(=O)[C@H]3CC[C@@H]12
  N370S GC mod: 7%[12.8 µM]
56: Cc1cn(C2CC(N=[N+]=[N-])C(CO)O2)c(=O)[nH]c1=O (stereo not given)
  N370S GC mod: -3%

Later entries.
nr	canonical_smiles	N370S GC mod
57	COC(=O)NC(/C(C(=O)OC)=C(\C)NCc1ccccc1)c1cccs1 (stereo not given)	2%[12.8 µM]
58	COc1cc(OC)cc(-c2nnc3n2N=C(c2ccccc2OC)CS3)c1	11%
59	COc1c(CO)cc(CO)cc(CO)c1=O	-12%
60	CC(C)=CCC/C(C)=C/C=O	-9%
61	CC1(OC(=O)c2ccc(Cl)nc2)C(=O)Cc2cc(-c3ccsc3)ncc2C1=O (stereo not given)	-6%[12.8 µM]
62	OCC(CO)(CBr)CBr	0%
63	COC(=O)C1=C(C)N(Cc2ccccc2)C(=NCc2ccco2)N[C@H]1c1ccc(Br)cc1	-15%
64	CO[C@H]1COC(=O)C/C=C\[C@H](C)[C@@H](OC)COC(=O)[C@@H](C)COC(=O)C/C=C\[C@@H]1C	-6%[12.8 µM]

The list continues:
nr	canonical_smiles	N370S GC mod
65	O=P1(O)Oc2c(-c3ccccc3)cc3ccccc3c2-c2c(c(-c3ccccc3)cc3ccccc23)O1	5%
66	COc1cc(NS(=O)(=O)c2ccc([N+](=O)[O-])cc2)c2ncccc2c1	16%
67	Cc1ccc2nsnc2c1S(=O)(=O)Nc1cccc2cccnc12	8%
68	COC(=O)[C@@]1(Cc2ccc(OC)cc2)[C@H]2c3cc(C(=O)N(C)C)n(CCc4ccc(O)c(OC)c4)c3C[C@H]2CN1C(=O)c1ccccc1	-5%
69	O=C1CCC=C1C(O)c1ccc(Cl)cc1 (stereo not given)	-8%
70	CSCC[C@@H]1NC(=O)C/C=C\[C@@H](C)COC(=O)[C@H](C)COC1=O	5%[12.8 µM]
71	CCCC[C@@H]1C[C@H]1C(NC(=O)c1ccccc1)c1ccccc1C(F)(F)F (stereo not given in full)	17%
72	C[C@@H]1CC2(OC(O)[C@]3(C)O[C@H]23)O[C@H]2C[C@@]3(C)[C@@H]4CC[C@H]5C(C)(C)C(O[C@@H]6OC[C@@H](O)[C@H](O)[C@H]6O)CC[C@@]56C[C@@]46CC[C@]3(C)[C@@H]12 (stereo not given in full)	u

(continued)
nr	canonical_smiles	N370S GC mod
73	COC(=O)c1ccc(C(NC(=O)OCc2ccccc2)/C(=C/[C@@H](C)C(=O)N(C)Cc2cccnc2)c2cccnc2)cc1 (stereo not given in full)	-24%
74	COC(=O)C1=C(C)N(Cc2ccccc2)[C@]23O[C@](C(=O)OC)(C(=O)N2C1c1ccccc1)C1C(=O)N(C)C(=O)C13 (stereo not given in full)	-2%&-2%[12.8 µM]
75	C=CCC(C)(O)c1cccc(C(F)(F)F)c1 (stereo not given)	3%
76	C[C@H](O/N=C1/[C@H]2O[C@@H]2[C@@H](O)[C@H]2[C@H]1CCn1c(=O)n(-c3ccccc3)c(=O)n12)c1cn([C@H]2COC[C@H]2O)nn1	5%[12.8 µM]
77	C=CC(=O)OCC(CO)(COC(=O)C=C)COC(=O)C=C	0%
78	Cn1c(=O)n2n(c1=O)[C@H]1[C@H](O)[C@H]3O[C@@H]3/C(=N/OC[C@@H](O)COCc3ccco3)[C@@H]1CC2	-15%[12.8 µM]
79	COC(=O)C/C=C\[C@@H](C)[C@@H](/C=N\OC[C@@H]1O[C@H](c2ccccc2)C=C[C@@H]1Oc1ccc(OC)cc1)NS(=O)(=O)c1ccc(C)cc1	8%[12.8 µM]
80	O=C1C=C[C@@H](O)[C@H]2[C@@H]3C(=O)N(C[C@@H]4CCCO4)C(=O)[C@@H]3CC[C@H]12	5%[12.8 µM]

Additional results follow.
nr	canonical_smiles	N370S GC mod
81	COC(=O)C1=C(C(=O)OC)[C@@H]2N(C)c3ccc(OC)cc3[C@@]23C[C@@H](C(=O)OC)N(S(=O)(=O)c2cccs2)C3=N1	7%[12.8 µM]
82	Cc1ccc2[nH]c3nc(CCCn4ccnc4-c4ccccc4)nnc3c2c1	4%[12.8 µM]
83	COc1ccc(COC(=O)N/N=C2/C[C@@H](O)[C@@H](O)[C@@H]3[C@@H]4C(=O)N(C5CCCCC5)C(=O)[C@H]4CC[C@@H]23)cc1	8%[12.8 µM]
84	CNC(=O)c1ccccc1	1%
85	COC(=O)[C@@]1(Cc2ccc(F)cc2)[C@@H]2C(=CC(=O)[C@H]2CC(=O)C(=O)N2CCCC2)CN1C(=O)c1ccccc1	19%
86	NCCC[C@@H](CC(=O)N[C@@H]1CCCC[C@H]1C(=O)N[C@H](CC(=O)N[C@@H](CCC(=O)O)CC(=O)O)Cc1c[nH]c2ccccc12)NC(=O)C[C@H](CO)NC(=O)[C@@H]1CCCC[C@H]1N	-17%
87	Cc1ccc(N(C)C)cc1	10%
88	COc1ccc2c(c1)O[C@H](c1ccc3c(c1)OCO3)[C@@H](OC(=O)Nc1ccc(OC(F)F)cc1)C2=O	-1%
